High-throughput results deposited in PubChem by National Center for Advancing Translational Sciences (NCATS).
FUS suppressor: rescues growth of FUS-expressing yeast | S. cerevisiae FUS-expressing, growth rescue, OD600, 24 h | Potency, µM (doses to about 76.6 µM), without a hit: top-dose growth rescue (activation), hits mostly activators | 390,000 tested, 0.24% active;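 further: potency means the concentration at half of the fitted maximal effect; plate controls were DMSO vehicle for no effect and reference control for full effect; nearly all actives have a fitted effect of over 55% in size; some results filed as inactive show a strong effect at the top dose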
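FUS-expressing yeast, raffinose-pregrown, induced in 2% galactose minimal medium at OD 0.005; compounds in a dilution series, 24hr at 30C. Growth restoration read as absorbance at 600 nm. CP55940 positive control, DMSO negative.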
Akt phos inh: Akt phosphorylation inhibition; Neuro2A IGF-stimulated pAkt S473 HTRF, 20 min; active compounds read low; activity change, % for hits at 50 µM; 360,000 tested, 0.32% active; AID 651550; in the data active means activity change below about -80%; inconclusive means mostly about -51% to -80%; further: on the % scale 0 is the no-effect control and ±100 the full control effect
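Single-point screen (50 µM final compound) in Neuro2A cells stimulated 20 min with 6 nM IGF at 37 deg C. After lysis, Ser473-phosphorylated Akt read by HTRF (ex 330 nm, em 615/665 nm) as the 665/615 ratio.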
GLP1R cytotox: cytotoxicity counter-screen for GLP-1 receptor inverse agonists; HEK293 cAMP-luciferase reporter cells, luminescence, 24 h; 410,000 tested, 0.13% active; Potency, µM (series often up to 38.3 µM), for the others: at the top dose activity change, negative = inhibition, actives largely listed as inhibitors;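 further: loss of luciferase light is scored as toxicity; potency means the concentration at half of the fitted maximal effect; on the % scale 0 is the no-effect control and ±100 the full control effect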
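Cells in DMEM/10% Nu serum/1% pen-strep, 1536-well format. Pre-incubated 12 h, dosed with 23 nL compound, incubated a further 24 h. Luciferase detection, 12 min at room temp, luminescence.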
PTHR1 agonist: activates the human parathyroid hormone receptor PTHR1. Potency, µM (series often up to 115 µM), for inactives: at the highest dose activation, usual class: activators. 410,000 tested, 0.075% active. Q03431. HEK293 GP2 PTHR1 cells, GloSensor cAMP luminescence, 1 h; further: potency means the concentration at half of the fitted maximal effect; nearly all actives have a fitted effect of over 55% in size; some results filed as inactive show a strong effect at the top dose; inactives centre near -15; many of its hits are not listed in these tables
Target sequence (Q03431 whole entry, looked up): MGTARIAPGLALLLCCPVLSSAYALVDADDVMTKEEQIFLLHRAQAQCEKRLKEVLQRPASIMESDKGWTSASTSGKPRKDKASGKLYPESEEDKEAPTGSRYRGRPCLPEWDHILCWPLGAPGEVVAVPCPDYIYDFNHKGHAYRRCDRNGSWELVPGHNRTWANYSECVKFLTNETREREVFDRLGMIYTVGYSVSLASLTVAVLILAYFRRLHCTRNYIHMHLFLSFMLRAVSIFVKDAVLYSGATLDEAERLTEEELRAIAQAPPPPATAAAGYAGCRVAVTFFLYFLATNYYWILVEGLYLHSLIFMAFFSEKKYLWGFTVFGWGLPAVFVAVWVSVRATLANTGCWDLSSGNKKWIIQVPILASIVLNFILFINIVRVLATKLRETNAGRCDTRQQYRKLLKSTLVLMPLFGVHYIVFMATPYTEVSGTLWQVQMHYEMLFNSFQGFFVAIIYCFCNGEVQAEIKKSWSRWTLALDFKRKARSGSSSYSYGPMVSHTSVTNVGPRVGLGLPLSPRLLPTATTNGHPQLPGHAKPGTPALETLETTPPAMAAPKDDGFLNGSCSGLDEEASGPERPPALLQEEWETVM
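HEK-293-derived GP2 cells expressing PTHR1 and a GloSensor cAMP reporter, 3,000/well, plated overnight, given luciferin plus IBMX (each 0.5 mM as added) for 1 h at 37 °C, then compound for 1 h at 37 °C. Luminescence was read after 15 min at room temperature.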
TDP-43 yeast inh: TDP-43 toxicity inhibition in yeast. TDP-43 expressing yeast growth rescue, BacTiter-Glo, 24 h. 410,000 tested, 1.8% active. Potency, µM (series often up to 46.1 µM), without a hit: at the highest dose growth rescue (activation), actives largely listed as activators; further: potency means the concentration at half of the fitted maximal effect; % of control where 0% means no effect; nearly all actives have a fitted effect of over 50% in size
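Readout is BacTiter-Glo luminescence of cell growth, so inhibitors register as activators. TDP-43-expressing yeast at OD600=0.02 in galactose medium, after raffinose pregrowth to mid-log, were incubated with compound for 24 hr at 30 deg C.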
GLP-1R inv ag: acts as inverse agonist at human GLP-1 receptor | P43220 | HEK293 GLP-1R CRE-luciferase, luminescence, 24 h; GLP-1R form is constitutively active | Potency, µM (titrated, usually from 38.3 µM), without a hit: top-dose activity change, negative = inhibition, most hits filed as inhibitors | 410,000 tested, 1.6% active | AID 624417; further: potency means the concentration at half of the fitted maximal effect; on the % scale 0 is the no-effect control and ±100 the full control effect; nearly all actives have a fitted effect of over 55% in size
Target sequence (P43220 whole entry, looked up): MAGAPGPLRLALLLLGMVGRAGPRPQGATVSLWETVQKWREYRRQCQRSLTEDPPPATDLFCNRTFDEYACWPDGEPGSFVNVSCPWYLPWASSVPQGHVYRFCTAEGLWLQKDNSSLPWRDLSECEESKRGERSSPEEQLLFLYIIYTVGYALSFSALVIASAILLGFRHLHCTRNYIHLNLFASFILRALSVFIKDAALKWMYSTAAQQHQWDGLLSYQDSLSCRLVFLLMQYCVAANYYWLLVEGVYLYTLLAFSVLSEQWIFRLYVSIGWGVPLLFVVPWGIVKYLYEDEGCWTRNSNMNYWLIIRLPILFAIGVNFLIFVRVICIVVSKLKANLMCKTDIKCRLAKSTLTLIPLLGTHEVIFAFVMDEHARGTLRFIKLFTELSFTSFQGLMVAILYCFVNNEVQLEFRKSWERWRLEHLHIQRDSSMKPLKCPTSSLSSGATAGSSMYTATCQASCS
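Luminescence readout: a drop in cAMP-driven luciferase signal flags inverse agonism at a constitutively active GLP-1R stably expressed in HEK293. Compound exposure lasted 24 hr at 37 deg C, 5% CO2.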
aSyn rescue: alpha-synuclein toxicity inhibition in yeast; Yeast expressing alpha-synuclein, growth rescue, BacTiter-Glo, 24 h; 370,000 tested, 0.14% active; Potency, µM (series often up to 46.1 µM), inactives show at the top dose growth rescue (activation), most hits filed as activators; further: potency means the concentration at half of the fitted maximal effect; % of control where 0% means no effect; nearly all actives have a fitted effect of over 65% in size
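Galactose-induced alpha-syn yeast (OD600=0.02, raffinose-pregrown) + pinned cpd, 24 hr, 30 deg C; growth by BacTiter-Glo luminescence. Growth restoration scores as activation.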
Mm-Cpn inhibitor: blocks the Methanococcus maripaludis chaperonin Mm-Cpn; purified Mm-Cpn ATPase, ADP Transcreener TR-FRET; 330,000 tested, 0.031% active; Potency, µM (highest dose often 76.9 µM), for the others: at the top dose activity, negative = inhibition, actives largely listed as inhibitors; further: potency means the concentration at half of the fitted maximal effect; on the % scale 0 is the no-effect control and ±100 the full control effect; nearly all actives have a fitted effect of over 80% in size
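Compound-treated chaperonin, 25 nM final, turns over 10 uM ATP at 37°C for 30 min following a 10 min preincubation; ADP generated competes with ADP-d2 for Eu-cryptate antibody, lowering FRET.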
Abeta yeast res: compounds reversing amyloid beta toxicity in yeast; 410,000 tested, 0.063% active; yeast expressing A-beta42, growth rescue, OD600, 48 h; response scale: 0% DMSO, 100% iron-clioquinol control; Potency, µM (top dose mostly 46.1 µM), without a hit: top-dose growth rescue, most hits filed as activators; further: potency means the concentration at half of the fitted maximal effect; nearly all actives have a fitted effect of over 55% in size
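Yeast A-beta toxicity model in growth medium with pinned compounds, 48 h at 30 C; growth read as absorbance at 600 nm. Normalized to FeCl3/clioquinol equimolar mix (positive) and DMSO (negative).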
Active calls of the source: *; i = inactive; ? = inconclusive; . = no result given; [ ] = dose if it differs, or a comment. Unless noted, the call rests on the fitted dose curve; in most records, active means well fitted curve in the direction sought with a large enough effect; inconclusive means small, poorly fitted or top-dose-only effect, or another doubt; inactive means no such curve, though single readings can be large; an effect the other way counts as inactive or inconclusive. This is a subset; rates above refer to the full screens.

SMILES	FUS suppressor	Akt phos inh	GLP1R cytotox	PTHR1 agonist	TDP-43 yeast inh	GLP-1R inv ag	aSyn rescue	Mm-Cpn inhibitor	Abeta yeast res
Cc1ccc(C(c2nc3ccccc3[nH]2)n2c(-c3ccccc3)nc3ccccc32)cc1 (stereo not drawn)	27%	i	4%	-6%	18%	-25%	-1%	.	-6%
CC(=O)N1CCN(S(=O)(=O)c2cccc(C(=O)NCCC3=CCCCC3)c2)CC1	3%	i	7%	-19%	-21%	-7%	-7%	0%	-7%
Cn1cnnc1Sc1nc2c(c(=O)n(C)c(=O)n2C)n1Cc1ccccc1Cl	23%	i	-3%	i	9%	0%	-5%	3%	-9%
COc1ccc(-c2cc(C(=O)NCCN3CCOCC3)c3ccccc3n2)cc1	17%	i	-4%	i	-10%	3%	6%	-5%	12%
Cc1c(Cl)cccc1NC(=O)CNC(=O)c1ccc2c(c1)OCCO2	-9%	i	-8%	-34%[inhibitor]	18%	-13%	0%	-3%	-11%
COC(=O)CNC(=O)C(C)NC(=O)CNC(=O)OCc1ccccc1 (stereo not drawn)	4%	i	-4%	i	-15%	6%	-14%	-3%	-10%
CC(C)=CCCC(C)CN1CCC(n2nccc2NC(=O)c2cccnc2)CC1 (stereo not drawn)	-3%	i	-11%	-15%	16%	?	0%	-1%	12%
CC(=O)COC(=O)C1CC(=O)N(c2ccc(C)c(C)c2)C1 (stereo not drawn)	-9%	i	3%	-8%	5%	5%	-9%	-4%	18%
Cc1nn(CC(=O)Nc2ccc(N3CCOCC3)cc2)c(C)c1[N+](=O)[O-]	-3%	i	-9%	-3%	0%	-13%	-1%	0%	0%
CCn1c(SCC(=O)OC(C)C)nnc1-c1cccc(Cl)c1	-3%	i	19%	26%[57.5 µM]	-9%	25%	18%	1%	25%
Cc1nn2c(-c3ccc(F)cc3)ccnc2c1Cl	8%	i	-1%	i	24%	48%[activator]	1%	-1%	-11%
Cc1cc(C)c(NC(=O)COc2ccc3c(C)cc(=O)oc3c2)c(C)c1	36%	.	0%	-18%	9%	4%	.	.	-19%
Cc1ccc(C)c(SCC(=O)NCc2ccco2)c1	10%	i	-7%	-3%	19%	?	-5%	0%	11%
CC(Sc1nnc(NCc2ccccc2)s1)C(=O)Nc1ccc2c(c1)C(=O)c1ccccc1C2=O (stereo not drawn)	?	i	-6%	-18%	5%	19%	-2%	0%	-14%
COc1ccc(OC)c(C2NC(=O)NC(C)=C2C(=O)Nc2ccc(F)cc2)c1 (stereo not drawn)	-25%	.	9%	23%	14%	3%	.	.	-30%
Cc1cc(C)c(NC2=NS(=O)(=O)c3ccccc32)c(C)c1	-3%	i	-3%	-7%	-6%	-5%	5%	-2%	-5%
O=C(Oc1ccc(OC(=O)c2ccco2)c(S(=O)(=O)c2ccc(Cl)cc2)c1)c1ccco1	-17%	i	-9%	-22%	2%	-1%	17%	-1%	16%
CC1CCN(C(=S)SCc2nc(N)nc(Nc3ccccc3)n2)CC1	?	i	5%	-46%[inhibitor]	?	?	11%	1%	22µM*
C[C@H](CO)N1C[C@H](C)[C@@H](CN(C)CC2CCCCC2)Oc2c(NC(=O)Cc3ccccc3)cccc2C1=O	-7%	i	-20%	-42%[inhibitor]	0%	?	-2%	0%	0%
COc1ccc(-c2noc(Cn3c(=O)c4ccccc4n(CC(=O)Nc4cccc(OC)c4)c3=O)n2)cc1	-2%	.	-8%	-4%	7%	-5%	.	.	0%
CCCCn1c(N)c(N(CC(C)C)C(=O)c2ccc(COc3ccccc3)o2)c(=O)[nH]c1=O	?	i	-7%	i	-12%	20%	2%	-3%	-7%
CCN1C(=O)CC(N2CCC(c3nc4ccccc4[nH]3)CC2)C1=O (stereo not drawn)	0%	i	-2%	-28%	9%	8%	-6%	-1%	-11%
CCOC(=O)N1CCN(CCC(=O)Nc2ccccc2OC)CC1	8%	i	-1%	i	6%	-7%	2%	0%	4%
CCOC(=O)C1CCCN(C(=O)C(C)Oc2ccc(Cl)cc2Cl)C1 (stereo not drawn)	11%	i	3%	i	-9%	?	6%	-1%	7%
O=C(CCNC(=O)c1ccccc1)Nc1ccc(S(=O)(=O)Nc2ncccn2)cc1	8%	i	4%	i	-9%	-13%	1%	0%	-1%
COc1ccc(OCC(=O)Nc2cc(OC)cc(OC)c2)cc1	5%	i	0%	i	9%	2%	2%	3%	15%
COc1cc(/C=N/n2nnnc2N)cc(Cl)c1OC	25%	i	-2%	-6%	-1%	39%[activator]	-9%	.	2%
COc1cc2cc(C(=O)N3CCOCC3)cc(-c3ccc(C)cc3)c2cc1OC	?	i	0%	i	13%	5%	14%	-1%	-6%
COc1cccc(CN2CCc3nc(SCC(=O)Nc4ccccc4)[nH]c(=O)c3C2)c1	21%	.	3%	-15%	5%	-10%	.	.	-19%
Cc1cc(C(C)(C)C)oc1C(=O)Nc1ccc(CC(=O)O)cc1	-7%	i	48%[activator]	i	?	18%	7%	-10%	-20%
Cc1ccc(CNC(=O)C2CCN(C(=O)c3cnn(-c4ccccc4)c3-n3cccc3)CC2)cc1	28%	.	-7%	-48%[inhibitor]	11%	-9%	.	.	-13%
Cc1ccc(S(=O)(=O)NCC(=O)OCC(=O)c2cc(C)n(-c3ccccc3)c2C)cc1	37%	i	6%	i	-1%	25%	-1%	-2%	-3%
CC(Sc1nc2ccccc2n1C)C(=O)NC(c1ccccc1)c1ccccc1 (stereo not drawn)	27%	i	13%	-9%[57.5 µM]	?	0%	4%	0%	4%
COc1ccc(Cn2c(=O)c3cccnc3n(CC(=O)Nc3c(C)cc(C)cc3C)c2=O)cc1	12%	.	-1%	-1%	5%	-2%	.	.	-19%
CCOC(=O)C=C(C(=O)OCC)C(=O)OCC	-21%	i	6%	10%	?	7%	12%	-3%	-13%
COC(=O)Nc1nn(-c2ccc(Cl)cc2)c(=O)c(C#N)c1C	14%	i	4%	i	-15%	-7%	-5%	-1%	-7%
CCC(C)n1c(SCc2ccccc2)nc2ccsc2c1=O (stereo not drawn)	.	i	11%	i	8%	7.9µM*	-13%	0%	0%
COc1cc(CC(=O)OCn2nnc3ccccc3c2=O)cc(OC)c1OC	7%	i	11%	-27%	6%	18%	-1%	2%	-12%
O=C1CC(c2ccccc2)Sc2ccccc2N1 (stereo not drawn)	3%	.	-18%	-14%	11µM*	3%	.	-5%	18%
CN(C)CCCNC(=O)C[C@H]1C[C@H](C(=O)N2CCCCC2)[C@@]2(CCc3ccccc3)c3[nH]c4cc(-c5ccco5)ccc4c3CCN2C1=O	?	i	-1%	i	21%	5%	2%	1%	-33%[inhibitor]
CC(C)(C)c1nc2ccc(NS(=O)(=O)c3ccc(F)c(F)c3F)cc2[nH]1	-6%	i	-8%	i	-27%	-23%	-8%	0%	-24%
Cc1ccc(NC(=S)N(Cc2ccc(Cl)cc2)Cc2ccc(C(=O)O)cc2)cc1Cl	29%	i	18%	-20%	-25%	?	14%	2%	-65%[inhibitor]
COC(=O)c1cc(OC)c(OC)cc1NC(=S)N1CCOCC1	-34%	i	1%	i	-4%	19%	-1%	0%	-19%
O=C1c2ccccc2NC(c2ccccc2)N1/N=C/c1ccccc1 (stereo not drawn)	-8%	i	-5%	-31%	0%	?	2%	3%	0%
COCCNC(=S)NCCCNc1nc2cc3c(cc2cc1C#N)OCO3	13%	i	219%[activator]	i	-22%	5%	2%	0%	8%
CCOC(=O)C(Sc1ncc(C#N)c(N)n1)C(C)C (stereo not drawn)	?	.	9%	-1%[57.5 µM]	2%	-4%	-3%	0%	17%
CS(=O)(=O)Nc1cccc(C2=NN(S(C)(=O)=O)C(c3ccccc3)C2)c1 (stereo not drawn)	-7%	i	-7%	-4%	-4%[0.397 µM]	14%	0%	5%	-1%
CN(Cc1cnn(-c2ccccc2)c1)C(=O)C1CCC(=O)N(C2CC2)C1 (stereo not drawn)	.	i	-9%	i	23%	-2%	0%	-2%	-1%
COc1ccc(NC2CCCN(C(=O)CCN3Cc4ccccc4C3=O)C2)cc1 (stereo not drawn)	13%	i	-5%	-4%	-16%	7%	-8%	-1%	-10%
COc1ccc(C(=O)NC(NC(=S)Nc2ccc(S(N)(=O)=O)cc2)C(Cl)(Cl)Cl)cc1 (stereo not drawn)	?	i	-6%	i	8%	3.2µM*	1%	1%	9%
Cc1ccc(N=Cc2cc(Cl)cc(Cl)c2O)nc1	4%	i	8%[1.53 µM]	i	-34%[inhibitor]	2%	-5%	-1%	-8%
CCc1nc2c(OCc3ccc(OC(F)F)cc3)cccn2c1N(C)C(=O)c1ccco1	3%	i	1%	-62%[inhibitor]	?	-29%	-13%	.	17%
COc1cccc(C(NC(C)=O)c2nc(-c3cccs3)cs2)c1 (stereo not drawn)	-8%	i	0%	i	?	3%	6%	.	6%

Grouped by structure, the compounds so far containing a cyano group.
SMILES	FUS suppressor	Akt phos inh	GLP1R cytotox	PTHR1 agonist	TDP-43 yeast inh	GLP-1R inv ag	aSyn rescue	Mm-Cpn inhibitor	Abeta yeast res
COC(=O)Nc1nn(-c2ccc(Cl)cc2)c(=O)c(C#N)c1C	14%	i	4%	i	-15%	-7%	-5%	-1%	-7%
COCCNC(=S)NCCCNc1nc2cc3c(cc2cc1C#N)OCO3	13%	i	219%[activator]	i	-22%	5%	2%	0%	8%
CCOC(=O)C(Sc1ncc(C#N)c(N)n1)C(C)C (stereo not drawn)	?	.	9%	-1%[57.5 µM]	2%	-4%	-3%	0%	17%
